TEAD-YAP inh – TEAD-YAP interaction inhibition, primary screen, TEAD-YAP interaction inhibitor project, luminescence, HEK-TIYL cells; TEAD-Gal4/YAP UAS-luciferase luminescence; inhibition, % at 9.12 µM; 1.4% of 640,000 active; in the data active = inhibition above about 32%;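 also: 0% = median of test compound wells and 100% = reference inhibitor wells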
GPR151 ag – activators of human GPR151, primary screen, cell-based, PathHunter beta-arrestin, luminescence; AID 1508602, 2020; activation, % at 11.2 µM; 1% of 650,000 active; PathHunter beta-arrestin GPR151 cells; in the data active = activation above about 4.9%;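 also: 0% = median of compound wells and 100% = cells with positive control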
FBW7 activator – FBW7 E3 ligase activators, primary screen, biochemical, AlphaScreen, human; F-box/WD repeat-containing protein 7 (Homo sapiens), Q969H0; AlphaScreen FBW7–phospho-cyclin E peptide binding, activator screen; normalized activity (activation), % at 26.1 µM; 0.13% of 650,000 active; AID 1259310, 2017; in the data active = normalized activity above about 1.9%;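 also: purified mutant Fbw7 with reduced substrate affinity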
Target sequence (Q969H0 whole entry, looked up): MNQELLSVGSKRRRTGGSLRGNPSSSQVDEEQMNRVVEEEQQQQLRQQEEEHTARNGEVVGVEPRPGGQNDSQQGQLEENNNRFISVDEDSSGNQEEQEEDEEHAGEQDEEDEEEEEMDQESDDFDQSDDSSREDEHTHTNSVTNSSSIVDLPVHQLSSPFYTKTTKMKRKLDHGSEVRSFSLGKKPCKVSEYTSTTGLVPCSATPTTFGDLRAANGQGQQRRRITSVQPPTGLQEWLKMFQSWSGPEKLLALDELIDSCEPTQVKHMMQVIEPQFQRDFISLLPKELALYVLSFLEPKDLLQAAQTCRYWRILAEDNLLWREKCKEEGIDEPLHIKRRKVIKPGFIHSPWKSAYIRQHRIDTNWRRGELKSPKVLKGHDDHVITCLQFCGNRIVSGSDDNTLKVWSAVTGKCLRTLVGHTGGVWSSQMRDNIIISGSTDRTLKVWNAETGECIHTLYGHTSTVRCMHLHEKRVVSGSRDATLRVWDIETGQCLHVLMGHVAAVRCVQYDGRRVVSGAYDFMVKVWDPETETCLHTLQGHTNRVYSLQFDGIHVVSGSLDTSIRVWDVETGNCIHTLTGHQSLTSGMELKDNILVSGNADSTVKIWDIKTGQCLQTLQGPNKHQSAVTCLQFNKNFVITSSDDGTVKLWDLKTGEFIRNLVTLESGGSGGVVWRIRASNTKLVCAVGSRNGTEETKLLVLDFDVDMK
MITF inh – MITF inhibitors, primary screen, biochemical, AlphaScreen, human. AlphaScreen MITF homodimerization, bead proximity signal. inhibition, % at 2.6 µM. 0.91% of 650,000 active. AID 1259374, 2018; in the data active = inhibition above about 50%;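 also: 0% = vehicle wells with protein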
Numbers without * were called inactive.

SMILES	TEAD-YAP inh	GPR151 ag	FBW7 activator	MITF inh
O=C(Nc1cccc(O)c1)c1cc(-c2ccco2)on1	17	-0.9	0.1	-3
CCOc1ccc(-n2cc(C(=O)N(C)Cc3ccccc3)c3cc(OC)c(OC)cc3c2=O)cc1	7	-0.3	0.1	23
O=S(=O)(N1CCCCC1)n1c(Cc2ccccc2)nc2ccccc21	6	-2.1	0.5	6
O=C(NNC(=O)C12CC3CC(CC(Cl)(C3)C1)C2)C1COc2ccccc2O1 (stereo not given)	-7	2.0	0.0	-4
COc1nc(C(N)=O)nc(N2CCOCC2)n1	0	-0.2	0.6	4
CCOc1ccc(CC(=O)Nc2ccc(-c3cn4cccnc4n3)cc2)cc1	-3	1.7	-0.1	1
CC(C)C(=O)Nc1ccc(-c2cc(-c3ccc(NC(=O)C(C)C)cc3)nc(-c3ccccc3)n2)cc1	0	0.7	0.0	1
CCCOc1ccc(C(=O)Nc2cc3nn(-c4ccccc4)nc3cc2C)cc1	-1	-0.3	-0.1	-8
CCOC(=O)c1sc(NC(=O)CSc2nnc(CNC(=O)c3cccc(C)c3)n2Cc2ccccc2)c(C(=O)OCC)c1C	12	-2.0	0.1	5
CCOC(=O)c1c(NC(=S)NC(=O)CC)sc2c1CCC2	0	2.4	0.0	12
Cc1cccc2cc(CN(Cc3ccccc3)C(=O)C3CC3)c3nnnn3c12	10	-0.7	-0.1	9
O=C(NCCN1CCOCC1)c1cccc(-n2ncc3ccc(-c4cn[nH]c4)cc32)c1	-5	-0.2	-0.1	2
Cc1ccc(C2Oc3ccccc3C3=C2C(c2ccc(N(C)C)cc2)n2ncnc2N3)cc1 (stereo not given)	-14	1.2	0.0	6
CO[C@H]1C[C@@H]2CC[C@@H](C)[C@@](O)(O2)C(=O)C(=O)N2CCCC[C@H]2C(=O)O[C@H]([C@H](C)C[C@@H]2CC[C@@H](O)[C@H](OC)C2)CC(=O)[C@H](C)C=C(C)[C@@H](O)[C@@H](OC)C(=O)[C@H](C)C[C@H](C)C=CC=CC=C1C	2	1.2	0.0	11
Cc1cc(C)cc(C(=O)NCC(=O)OCC(=O)c2c(C)[nH]c3ccccc23)c1	0	-0.9	0.2	5
CCc1ccccc1NC(=O)COc1ccc(NC(C)=O)cc1	5	0.0	0.1	-128
Cc1ccc2c(c1)NC(=O)C(CC(=O)NCCCc1ccccc1)O2 (stereo not given)	4	-0.7	-0.2	1
Cc1ccc(CNC2CCN(c3ccc(C(=O)N4CCCC(CO)C4)cc3)CC2)cc1F (stereo not given)	14	2.6	0.0	4
Cc1cc2cc(CNC(=O)Nc3cccc(Cl)c3)ccc2n1C	-2	0.1	-0.3	-4
Cc1cc(=O)n2nc(N3CCCC3C(=O)NCc3ccc(OC(C)C)cc3)sc2n1 (stereo not given)	-10	-1.3	-0.2	0
Cc1ccc(N2C(=O)C(Cl)=C(N3CCCCCC3)C2=O)cc1	-23	0.3	0.6	17
CCN(CC)c1ccc(NS(=O)(=O)c2ccc(NC(C)=O)cc2)cc1	5	0.4	0.0	7
Nc1ncnc(NC(c2ccccc2)c2ccccc2)c1[N+](=O)[O-]	-14	1.9	-0.3	0
Cc1cccc(NC(=O)CN2C(=O)N/C(=C/c3ccc4c(c3)OCO4)C2=O)c1	-5	0.3	0.1	8
CC(C)n1c(=O)n(Cc2ccccn2)c2cccnc21	1	0.9	0.1	9
C=CCNC(=S)N(Cc1ccccc1)Cc1ccc(F)cc1	-2	-0.8	0.1	9
CC1(C)CC(NC(=O)C(F)(F)F)CC(C)(C)N1OC(=O)c1ccco1	1	-0.1	-0.2	4
Brc1ccc(C2CC(c3ccccc3)n3ncnc3N2)cc1 (stereo not given)	1	0.4	-0.2	5
Cc1ccc(Cl)cc1-n1c(C)cn2c3c(=O)n(CC(N)=O)c(=O)n(C)c3nc12	0	0.2	0.7	13
CC(=O)N1CCC2(CC1)OCc1cc(-c3cccc(C(=O)O)c3)ccc1O2	-61	-1.0	-0.2	0

Reformatted with values under each structure: part of the list above.
Values run as follows: TEAD-YAP inh	GPR151 ag	FBW7 activator	MITF inh
> O=C(NNC(=O)C12CC3CC(CC(Cl)(C3)C1)C2)C1COc2ccccc2O1 (stereo not given)
 : -7	2.0	0.0	-4
> Cc1ccc(Cl)cc1-n1c(C)cn2c3c(=O)n(CC(N)=O)c(=O)n(C)c3nc12
 : 0	0.2	0.7	13
> CCN(CC)c1ccc(NS(=O)(=O)c2ccc(NC(C)=O)cc2)cc1
 : 5	0.4	0.0	7

Fetched one by one from above:
SMILES	TEAD-YAP inh	GPR151 ag	FBW7 activator	MITF inh
CCc1ccccc1NC(=O)COc1ccc(NC(C)=O)cc1	5	0.0	0.1	-128
Cc1cccc(NC(=O)CN2C(=O)N/C(=C/c3ccc4c(c3)OCO4)C2=O)c1	-5	0.3	0.1	8
CCN(CC)c1ccc(NS(=O)(=O)c2ccc(NC(C)=O)cc2)cc1	5	0.4	0.0	7
Cc1ccc(Cl)cc1-n1c(C)cn2c3c(=O)n(CC(N)=O)c(=O)n(C)c3nc12	0	0.2	0.7	13

Continued:
SMILES	TEAD-YAP inh	GPR151 ag	FBW7 activator	MITF inh
O=C(Nc1c[nH]c(=O)[nH]c1=O)c1ccc(-c2ccccc2)cc1	-7	-1.3	0.0	5
CC12C=CC3(CN(Cc4ccccc4)C(=O)C3C1C(=O)NCCc1ccccc1Cl)O2 (stereo not given)	5	0.2	0.0	6
FC(F)(F)c1cccc(CNc2nc(Nc3ccc(N4CCOCC4)cc3)nc3c2ncn3-c2ccccc2)c1	-2	-1.2	0.0	12
COCCNC(=O)Cc1ccc(NS(=O)(=O)c2ccc(F)cc2C)cc1	5	0.1	-0.1	-4
COc1ccc(-c2nc(CSCC(=O)NC(C)C)c(C)o2)cc1	5	0.9	-0.1	6
CCCCOc1ccc(C(=O)NCC(=O)N/N=C/c2c[nH]c3ccccc23)cc1	2	0.9	0.3	17
COC(=O)c1ccc(/C=C2\SC(=S)N(c3ccc(C(=O)O)c(O)c3)C2=O)cc1	-7	-1.0	-0.3	-13
COc1ccccc1NC(=O)c1sc(=S)n(-c2cccc(C(F)(F)F)c2)c1N	-1	0.3	-0.1	0
COc1cccc(C(=O)Nc2nc3c(OC)cc([N+](=O)[O-])cc3s2)c1OC	-2	0.1	-0.1	-11
CC(=O)c1cccc(NC(=O)Oc2ccccc2)c1	2	4.4	-0.3	10
Nc1nc(NCc2cccc(C(F)(F)F)c2)cc(-c2ccc(N3CCOCC3)nc2)n1	15	1.0	-0.1	4
CCOC(=O)C(O)(c1ccc2nc(NC(=O)Nc3ccccc3)sc2c1)C(F)(F)F (stereo not given)	-37	0.5	-0.1	15
Cc1c(-c2ccc(Cl)cc2Cl)nc2ccccc2c1C(=O)NC(C)c1ccccc1 (stereo not given)	-11	0.7	0.0	4
Cn1c(-c2ccccc2)cnc1NCc1cc(Cl)ccc1O	-33	-0.1	0.8	40
O=c1cnnc(SCc2cc(Cl)ccc2Cl)[nH]1	5	-0.6	-0.4	-13
O=C(CSc1nc2ccsc2c(=O)n1Cc1ccc(F)cc1)NCc1ccccc1	13	1.2	-0.1	11
Cc1ccc(C(=O)NC2CC(C)(C)NC(C)(C)C2)c(Cl)c1	0	1.9	0.4	3
CC1CN(C(=O)Nc2ccc(F)cc2)c2ccccc2O1 (stereo not given)	-9	-0.3	0.1	2
O=C(CSc1nnc2n(Cc3ccccc3)c3ccccc3n12)Nc1c[nH]c(=O)[nH]c1=O	9	0.4	-0.3	2
O=C1C2C3c4ccccc4C(C(=O)O)(c4ccccc43)C2C(=O)N1c1ccc([N+](=O)[O-])cc1 (stereo not given)	13	-0.5	0.1	10
Cc1[nH]n(-c2ccccc2)c(=O)c1C=Nc1ccc2[nH]c(=O)[nH]c2c1	-2	0.2	-0.1	-8
O=C1C2C3C=CC(C4CC34)C2C(=O)N1c1ccc(Br)cc1 (stereo not given)	-5	-1.7	-0.1	5
O=C(Nc1ccc(Br)cc1)c1cc(S(=O)(=O)N2CCN(c3ccccc3F)CC2)ccc1F	-11	1.2	0.2	8
Cc1cc2ccccc2c(=O)n1CC(=O)NCCCN1CCOCC1	2	-0.8	0.0	11
COc1ccc(Cl)cc1NC(=O)CN1C(=O)CSCC1=O	4	1.6	-0.2	-7
CCOC(=O)C1CCCN(C/C(O)=C(\C#N)c2nc(-c3ccc(Cl)cc3)cs2)C1 (stereo not given)	-1	4.4	0.0	-5
O=C(Nc1nc(C23CC4CC(CC(C4)C2)C3)cs1)c1ccccc1	-40	3.1	0.0	-5
O=C(Cc1ccc([N+](=O)[O-])cc1)Nc1ccc(Br)cc1C(=O)O	6	0.0	0.2	11
CC1(C)CC(=O)C2=C(C1)OC1(CC2c2cccs2)CC(C)(C)NC(=O)N1 (stereo not given)	-4	-0.5	0.0	9
Cc1cccc(-n2cnc3ccccc3c2=O)c1	-9	-0.6	0.4	-2
O=C(NCCc1ccc(Cl)cc1)c1ccc2c(c1)OCO2	-53	0.7	0.1	6
CCOC(=O)C1CCCN(Cc2cc(Br)ccc2OC)C1 (stereo not given)	-4	-0.3	0.0	25
Cc1cc(C)c2ccc(/C=C/c3ccccc3N)nc2c1O	-15	-0.8	0.1	15
CC(C)c1ccc(/C=C2\CC/C(=C\C=N\N(C)C)C2=O)cc1	-6	-0.7	0.0	-13
Cc1ccc(C(=O)Nc2sc3c(c2C(=O)NCc2ccco2)CCCCC3)cc1	4	2.3	-0.1	2
Cc1cc(C(=O)OCC(=O)c2ccc([N+](=O)[O-])cc2)ccc1[N+](=O)[O-]	-2	0.8	-0.1	7
Fc1ccc(-c2nc(-c3ccc(-c4nc(-c5ccc(F)cc5)[nH]c4-c4ccccc4)cc3)c(-c3ccccc3)[nH]2)cc1	2	1.4	0.2	-1
CSc1ccccc1NC(=O)C1CCCN(c2ccc(-n3nc(C)cc3C)nn2)C1 (stereo not given)	10	-2.3	-0.1	13
Cc1[nH]c2ccccc2c1SCc1ccccc1F	-1	0.5	0.0	-11
O=C(Nc1ccc(Cl)cc1)N1CCC(n2nnc3cc(F)ccc32)CC1	-1	-0.6	0.0	-9
COc1ccc(CN[C@H]2C[C@H]3C(=O)N[C@@H]([C@@H](C)O)C(=O)N3C2)cc1	5	1.3	-0.1	0
CCCc1cc(C(=O)NCC(C)C)no1	-24	-0.5	0.0	-11
O/N=C(\Cc1ccccc1)c1c[nH]c2ccccc12	2	-1.5	0.0	16
CC(C)c1csc(CN2CCN(Cc3ccsc3)C(CCO)C2)n1 (stereo not given)	12	-0.1	-0.1	3
CC1CCCCN1C(=O)c1ccc(C(=O)N2CCCCC2C)cc1 (stereo not given)	-9	-0.1	0.0	-6
Cc1noc(C)c1S(=O)(=O)NC1CCCC1	-3	0.5	0.0	5
COC(=O)CCCC(=O)C(C#N)c1nc2ccccc2s1 (stereo not given)	-8	-2.5	-0.1	5
COc1ccc(-c2csc(=Nc3cccc(C(F)(F)F)c3)n2CCCO)cc1F	-10	1.1	-0.3	11
COc1ccc(OC)c(C2C(C(=O)Nc3ccccc3C)=C(C)NC3=C2C(=O)CCC3)c1 (stereo not given)	-3	1.9	-0.3	0
CN(C)S(=O)(=O)c1ccc(C(=O)Nc2c3c(nn2-c2ccccc2)CSC3)cc1	0	0.5	0.0	0
CCOc1c(CC)cnc2c1c(=O)n(CC(=O)Nc1ccc(OC)cc1OC)c(=O)n2C	2	-0.3	0.0	2
C=C(C)C1CC=C(C)/C(=N\NC(=O)c2ccc(O)cc2)C1 (stereo not given)	-13	-1.1	0.4	9
CCCCOc1ccc(C2=N/C(=C\c3ccccc3)C(=O)O2)cc1	1	-0.7	-0.1	-9
Cc1cccc2cc(CN(CCN(C)C)C(=O)C3CC3)c(N(C)C)nc12	-14	2.1	-0.1	5
COc1ccc(OC)c(S(=O)(=O)N2CCN(C34CC5CC(CC(C5)C3)C4)CC2)c1	10	1.2	0.1	11
CCCC1N=C(c2cccc(OC)c2)CC(c2ccccc2O)N1 (stereo not given)	-53	-0.6	-0.1	0
CCOc1ccc(N2C(=O)CC(SCC(=O)Nc3ccc(F)cc3)C2=O)cc1 (stereo not given)	-6	0.0	0.1	10
COc1ccc(-c2noc(C3CCN(S(=O)(=O)c4ccc(C)cc4)CC3)n2)cc1OC	5	-0.1	0.1	9
COc1cccc(/C=N/Nc2ccccc2C(=O)O)c1O	-58	-4.3	0.4	-15
CC1Oc2ccccc2N(CC(=O)N(Cc2ccc(F)cc2)CC2CCCO2)C1=O (stereo not given)	1	-0.8	0.0	4
C/C(=N/Nc1ccc(C(=O)O)cc1)c1ccc(F)cc1F	-22	-3.6	0.1	4
CC(C)N(C(=O)CSc1nnnn1-c1ccccc1)C(C)C	7	2.1	0.2	-7
O=C(CSc1nnc(NC(=O)c2cccc3ccccc23)s1)NCc1ccccc1	-9	-0.5	0.3	-1

Entries from the list above with a furan ring, fused or not:
SMILES	TEAD-YAP inh	GPR151 ag	FBW7 activator	MITF inh
O=C(Nc1cccc(O)c1)c1cc(-c2ccco2)on1	17	-0.9	0.1	-3
CC1(C)CC(NC(=O)C(F)(F)F)CC(C)(C)N1OC(=O)c1ccco1	1	-0.1	-0.2	4
Cc1ccc(C(=O)Nc2sc3c(c2C(=O)NCc2ccco2)CCCCC3)cc1	4	2.3	-0.1	2
